# TGFb SMAD3 inh: qHTS for Inhibitors of TGF-b | 410,000 compounds, 1.2% hits | Potency, µM (top dose mostly 46.1 µM), for inactives: top-dose activity, negative = inhibition, actives largely listed as inhibitors | AID 588855, 2011 | HepG2 CAGA-GFP TGF-b/SMAD3 reporter, GFP fluorescence, 18 h; TGF-beta stimulated, 500 pg/mL final; also: % is scaled to controls: 0 for no effect and ±100 for the full control effect; nearly all actives have a fitted effect of over 65% in size
#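 Smad-responsive CAGA-GFP expression was quantified in HEPG2 cells exposed to compounds and 500 pg/mL final TGF-beta for 18 h at 37 degrees C; unstimulated wells defined full inhibition.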
# EPAC2 antag: qHTS for Antagonist of cAMP-regulated guanine nucleotide exchange factor 2 (EPAC2): primary screen | Rap guanine nucleotide exchange factor 4 (Homo sapiens), Q8WZA2 | EPAC2 GEF exchange of Rap1B-BODIPY-GDP, fluorescence | Potency, µM (top dose mostly 114 µM), for inactives: at the highest dose activity, negative = inhibition, hits mostly inhibitors | 360,000 compounds, 0.18% hits | AID 720708, 2013; also: % is scaled to controls: 0 for no effect and ±100 for the full control effect; nearly all actives have a fitted effect of over 45% in size; many of its hits are not listed in these tables
# Target sequence (Q8WZA2 whole entry, looked up): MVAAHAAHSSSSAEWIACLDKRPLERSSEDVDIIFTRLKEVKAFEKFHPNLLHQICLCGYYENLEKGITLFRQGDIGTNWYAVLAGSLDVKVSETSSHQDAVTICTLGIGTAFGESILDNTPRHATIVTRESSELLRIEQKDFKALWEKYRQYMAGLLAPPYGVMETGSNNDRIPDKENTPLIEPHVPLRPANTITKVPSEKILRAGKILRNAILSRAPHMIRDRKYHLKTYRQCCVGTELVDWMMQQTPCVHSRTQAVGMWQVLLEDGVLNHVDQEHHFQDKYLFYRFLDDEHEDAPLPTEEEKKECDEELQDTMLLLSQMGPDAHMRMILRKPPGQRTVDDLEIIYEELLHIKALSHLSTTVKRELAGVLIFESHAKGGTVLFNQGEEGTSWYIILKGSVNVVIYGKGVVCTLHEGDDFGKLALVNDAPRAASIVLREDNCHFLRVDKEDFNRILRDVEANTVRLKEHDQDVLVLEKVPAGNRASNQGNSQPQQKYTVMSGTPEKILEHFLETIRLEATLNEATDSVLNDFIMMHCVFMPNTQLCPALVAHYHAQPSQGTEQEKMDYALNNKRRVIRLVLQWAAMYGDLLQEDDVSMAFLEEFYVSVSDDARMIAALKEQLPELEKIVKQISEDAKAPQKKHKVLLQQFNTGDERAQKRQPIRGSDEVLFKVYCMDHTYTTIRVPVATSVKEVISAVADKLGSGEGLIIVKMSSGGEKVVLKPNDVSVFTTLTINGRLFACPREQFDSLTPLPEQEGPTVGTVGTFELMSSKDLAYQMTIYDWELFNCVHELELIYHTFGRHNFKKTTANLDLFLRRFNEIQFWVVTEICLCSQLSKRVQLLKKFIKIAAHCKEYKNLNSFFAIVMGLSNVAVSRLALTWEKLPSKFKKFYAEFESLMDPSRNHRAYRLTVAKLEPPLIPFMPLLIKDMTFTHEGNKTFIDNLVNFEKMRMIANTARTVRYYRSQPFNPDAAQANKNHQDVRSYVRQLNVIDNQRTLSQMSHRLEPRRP
# ATXN2 expr inh: Primary qHTS for Inhibitors of ATXN expression | HEK-293 ATXN2-luciferase reporter, luminescence, 24 h | Potency, µM (series often up to 57 µM), for the others: at the top dose activity change, negative = inhibition, usual class: inhibitors | 360,000 compounds, 0.72% hits | AID 1745845, 2022; also: % is scaled to controls: 0 for no effect and ±100 for the full control effect; nearly all actives have a fitted effect of over 55% in size
#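 qHTS (up to 57 uM final) was run with 24 h compound exposure of reporter cells at 37 °C. Each well was multiplexed: SteadyGlo luminescence measured ATXN2-luciferase expression after a fluorogenic Gly-Phe-AFC viability readout (25 uM final).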
# Nrf2 inh: Nrf2 qHTS screen for inhibitors; A549 ARE-Fluc reporter, luciferase luminescence, 18-24 h; Potency, µM (titrated, usually from 46 µM), for the others: at the top dose activity change, negative = inhibition, actives largely listed as inhibitors; 360,000 compounds, 2.1% hits; also: % is scaled to controls: 0 for no effect and ±100 for the full control effect; nearly all actives have a fitted effect of over 60% in size
#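 Concentration-response testing used A549 ARE_Fluc cells at 5000 cells/well. Following an 18-24 h compound incubation, viability was read by fluorescence (Ex 405/Em 525) and luciferase output by luminescence.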
# HepG2 viability: qHTS for Inhibitors of TGF-b: Cytotox Counterscreen; HepG2 CAGA-GFP viability, ATP luminescence, 18 h; Potency, µM (doses to about 46.1 µM), inactives show at the top dose activity change, negative = cytotoxicity, usual class: cytotoxic; 410,000 compounds, 0.76% hits; also: some results filed as inactive show a strong effect at the top dose
#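 HepG2 CAGA-GFP cells (1000/well, DMEM with 1% FBS) received compound, then TGF-beta at 500 pg/mL final, and were incubated 18 hours at 37 degrees C. Viability was read by CellTiter-Glo luminescence. Media-only wells were set as complete cell-killing and DMSO as no toxicity.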
# ATXN viability: Viability Counterscreen for Primary qHTS for Inhibitors of ATXN expression; S2 cells (HEK-293 line with an ATXN2-luciferase reporter) viability, CellTiter-Fluor protease fluorescence, 24 h; Potency, µM (highest dose often 56.7 µM), actives largely listed as cytotoxic; 400,000 compounds, 0.49% hits; also: nearly all actives have a fitted effect of over 40% in size
# A549 viability: Nrf2 qHTS screen for inhibitors: counterscreen for cytotoxicity | A549 ARE-Fluc cells, CellTiter-Fluor viability, 18-24 h | 390,000 compounds, 0.16% hits | Potency, µM (top dose mostly 46 µM), without a hit: at the highest dose activity change, negative = cytotoxicity, usual class: inhibitors | AID 504648, 2011; also: % is scaled to controls: 0 for no effect and ±100 for the full control effect
#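 A549 ARE_Fluc cells in 5% FBS OPTI-MEM were exposed to compounds in concentration-response for 18-24 h at 37 deg C. Viability was read by CellTiter-Fluor fluorescence (Ex 405/Em 525) after 30 min, before the luciferase read.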
# MCF10A rereplic: A quantitative high throughput screen for small molecules that induce DNA re-replication in MCF 10a normal breast cells; AID 624296, 2012; 350,000 compounds, 2.9% hits; Potency, µM (top dose mostly 46.1 µM), without a hit: top-dose activity, positive = re-replication, most hits filed as activators; MCF 10A DNA re-replication, Hoechst nuclear intensity, 48 h; also: % of control where 0% means no effect; nearly all actives have a fitted effect of over 50% in size
# Nrf2 activator: qHTS of Nrf2 Activators. AREc32 ARE-luciferase reporter (MCF7-derived line), luminescence, 24 h. Potency, µM (series often up to 46.1 µM), inactives show at the highest dose activation, usual class: activators. 410,000 compounds, 0.31% hits; also: % of control where 0% means no effect; nearly all actives have a fitted effect of over 65% in size
#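 Reporter line AREc32 (ARE-Fluc), seeded overnight in OPTI-MEM with 5% FBS; compound pin-transferred, 24 hr at 37 deg C, 5% CO2; luminescent read-out.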
# Starred values were filed as active, the others as inactive; i = inactive; ? = inconclusive; nt = not tested or not shown; & = joins results of further samples; ! = a repeat was not active; [ ] = another dose, or the depositor's remark. Calls follow the shape of the dose curve; as a rule, active = well fitted curve in the direction sought with a large enough effect; inconclusive = small, poorly fitted or top-dose-only effect, or another doubt; inactive = no such curve, though single readings can be large; an effect the other way counts as inactive or inconclusive. Potency is read from the fitted curve at half-maximal effect. A portion of the library; count on the stated rates, not on these rows.
SMILES,TGFb SMAD3 inh,EPAC2 antag,ATXN2 expr inh,Nrf2 inh,HepG2 viability,ATXN viability,A549 viability,MCF10A rereplic,Nrf2 activator
CC(=O)NCCNc1nc2c(-c3ccccc3)nnn2c2ccccc12,3%,-6%,nt,-23%,-5%,i,-12%,0%,3.0%
Cc1ccc(S(=O)(=O)/C(C#N)=C/c2c(N3CCC(C(N)=O)CC3)nc3c(C)cccn3c2=O)cc1,-2%,5%,1%,-6%,5%,i,-5%,432%[0.0737 µM],0.4%
CCS(=O)(=O)N1Cc2ccccc2CC1C(=O)NCCc1c[nH]c2ccccc12 (centres undefined),-1%,-11%,-1%,5%,4%,i,-1%,-4%,-0.4%
Cc1cc(C)cc(N=C2SC(CC(=O)Nc3ccccc3)C(=O)N2CCN2CCOCC2)c1 (centres undefined),0%,-7%,8%,-6%,5%,i,-6%,-3%,0.2%
COc1ccc(-c2cc(C(=O)Oc3ccc(C)cc3)c3cc(C)ccc3n2)cc1,-16%,nt,13%,-12%,-41%,i,-3%,nt,-0.5%
COc1ccccc1NS(=O)(=O)c1cc2c3c(c1)CC(=O)N3CCC2,0%,-2%,13%,5%,-10%,i,1%,1%,-0.3%
Cc1ccc(S(=O)(=O)NCc2ccc(C(=O)NC3CC3)cc2)cc1,-17%,7%,3%,8%,-11%,i,1%,0%,0.2%
CCCCn1c(-c2cccc(F)c2)nc2c1c(=O)[nH]c(=O)n2CC(C)C,0%,-1%,-5%,26%,4%,i,0%,7%,-0.5%
Cc1oc(-c2ccccc2)cc1C(=O)NC1CCN(Cc2ccccc2)CC1,10%,-2%,-16%,0%,-87%,i,0%,-2%,-0.4%
O=C(NCC(c1ccc2c(c1)OCO2)N1CCN(c2ccccc2)CC1)C(=O)Nc1ccc(F)cc1 (centres undefined),11%,nt,nt,nt,0%,nt,7%,nt,2.9%
COc1ccc(NC(=O)C23CC4CC(CC(Cl)(C4)C2)C3)cc1S(=O)(=O)N1CCOCC1,2%,-6%,1%,-27%,5%,i,1%,9%,-1.0%
O=C(Nc1nnc(-c2ccc(F)cc2)s1)Nc1ccccc1F,-9%,6%,32%,7%,0%,i,-2%,-4%,0.3%
COc1ccc(N2CCN(CCC(O)c3ccc4ccccc4c3)CC2)cc1 (centres undefined),-17%,-9%,nt,-3%,-22%,i,10%,18%,2.6%
O=C1C(Cl)=C(NCCc2ccccc2)C(=O)c2ccccc21,?,-6%,32µM*,2%,-41%,i,-5%,?,?
O=C(NCC(c1ccco1)N1CCCCC1)c1cccc(S(=O)(=O)Nc2ccc(F)cc2)c1 (centres undefined),2%,-1%,-7%,?,-29%,?,-23%,12%,2.9%
O=C(CCNS(=O)(=O)c1ccc(F)cc1)N1CCN(c2ncccn2)CC1,-8%,2%,nt,nt,-1%,i,nt,nt,-1.0%
CC(C)N(C(=O)COC(=O)[C@H](C)NC(N)=O)c1ccccc1,1%,-2%,-9%,-11%,2%,i,2%,2%,-0.6%
O=C(/C=C/c1ccc(N2CCC(c3ccccc3)=N2)cc1)c1ccccc1,98%[activator],10%,-16%,?,-36%,nt,2%,6.5µM*,7.1%
Cc1ccnc(N/C=C(\C#N)c2nc(-c3cccc(Br)c3)cs2)c1,66%[activator],21%,?,?,-16%,i,?,?,-0.4%
CC1CN(C(=O)c2cccs2)CCN1C(=O)c1cccs1 (centres undefined),0%,3%,1%,-7%,2%,i,-8%,-1%,0.5%

# 2 entries picked at random from the list so far:
SMILES,TGFb SMAD3 inh,EPAC2 antag,ATXN2 expr inh,Nrf2 inh,HepG2 viability,ATXN viability,A549 viability,MCF10A rereplic,Nrf2 activator
COc1ccc(-c2cc(C(=O)Oc3ccc(C)cc3)c3cc(C)ccc3n2)cc1,-16%,nt,13%,-12%,-41%,i,-3%,nt,-0.5%
O=C(CCNS(=O)(=O)c1ccc(F)cc1)N1CCN(c2ncccn2)CC1,-8%,2%,nt,nt,-1%,i,nt,nt,-1.0%

# Continuation:
SMILES,TGFb SMAD3 inh,EPAC2 antag,ATXN2 expr inh,Nrf2 inh,HepG2 viability,ATXN viability,A549 viability,MCF10A rereplic,Nrf2 activator
COc1ccccc1CNC(=O)CCNS(=O)(=O)/C=C/c1ccc(C)cc1,-23%,2%,-16%,8%,-11%,i,-1%,1%,-1.4%
Cc1ccc(C)c(NC(=O)C2CCCN(S(=O)(=O)c3ccc4[nH]c(=O)ccc4c3)C2)c1 (centres undefined),?,32%[activator],-15%,12%&-3%,-58%&-34%,i,5%&2%,-2%,-0.3%&0.9%
CC(C)C(C(=O)NCC1CCCO1)N(Cc1ccco1)C(=O)CNS(=O)(=O)c1ccccc1 (centres undefined),?,6%,-1%,12%,14%,i,4%,3%,0.0%
C=CCc1cc(Cl)ccc1OCCCNC(C)CC (centres undefined),-29%,-1%,-13%,-2%,-65%,i,-18%,?,5.9%
c1ccc2c(OCCCN3CCCCCC3)cccc2c1,3%,3%,nt,2%,-22%,?,-6%,17%,-0.3%
CCN(CC)CCNC(=O)Cn1cnc2sc(C)c(S(=O)(=O)N3CC(C)CC(C)C3)c2c1=O (centres undefined),14%,-1%,-11%,9%,-1%,i,1%,-19%,-2.4%
Cn1c(=O)n(CCc2ccccc2)c(=O)c2c1nc1n2CCCN1c1ccccc1,?,-2%,12%,4%,-32%,i,0%,-1%,-0.4%
Cn1cc(CN2CCN(c3cnccn3)CC2)c(-c2cccc(Cl)c2)n1,-36%,-14%,-18%,-11%,-16%,i,-2%,17%,-0.3%
O=C(NC(Cc1ccccc1)C(=O)N1CCCC1C(=O)O)c1ccccc1 (centres undefined),0%,3%,4%,-6%,-29%,?,-5%,-3%,-0.9%
CC(NC(=O)c1ccc2c(c1)C(=O)N(Cc1cccnc1)C2=O)c1ccccc1 (centres undefined),0%,-7%,-3%,-4%,-8%,i,-2%,-4%,-1.5%
COc1ccc(CNC(=O)C2CCN(C(=O)Cc3ccccc3)CC2)cc1,7%,-3%,13%,14%,-2%,i,-7%,2%,-0.1%
CC(C)(C)c1ccc(O)c(O)c1,-3%,-9%,40µM*!,0%,-31%,71µM*!,-1%,?,1.4%
COc1ccc(/C=C/C(=O)NC(C)CCc2ccccc2)cc1OC (centres undefined),-12%,-8%,4%,-21%,-9%,i,4%,9%,-1.0%
CS(=O)(=O)N(CC(=O)NCc1ccco1)c1ccc(OCc2ccccc2)cc1,-12%,-11%,12%,0%,3%,i,-1%,-18%,6.9%
COc1cccc(-c2nc(-c3ccc4c(c3)NC(=O)CO4)cs2)c1,-1%,2%,32%,?,-26%,i,6%,3%,7.5%
Cc1ccc2nc(C)c(C(=O)N/N=C/c3ccc(N4CCOCC4)cc3)cc2c1,-11%,6%,-6%,?,-2%,i,-13%,7%,-0.4%
COc1ccccc1CNC(=O)CS(=O)Cc1nc(-c2ccccc2C)oc1C (centres undefined),0%,0%,-5%,-4%,-9%,i,1%,-1%,-1.1%
Cn1nccc1NS(=O)(=O)c1ccc(F)cc1,-5%,6%,-17%,2%,-15%,i,1%,-34%[inhibitor],0.3%
COc1cc(/C=C/CNC[C@H]2O[C@@H](n3cnc4c(N)ncnc43)[C@H](O)[C@@H]2O)ccc1O,1%,-1%,11%,nt,-4%,i,nt,nt,0.1%
N#Cc1ccc(CSc2ccc(S(=O)(=O)N3CCCCCC3)cn2)cc1,?,15%,-23%,?,-38%,i,-1%,5%,0.0%
Cn1c(/N=C/c2ccccc2[N+](=O)[O-])nc2ccccc21,4%,6%,1%,28%,-17%,i,2%,9%,-0.5%
COc1ccc(/C=C/C(=O)c2ccc(O)cc2)cc1CN1CCOCC1,?,0%,6%,-12%,-26%,?,2%,?,?
CC(=O)Nc1cccc(C(=O)OCC(=O)NCc2ccc(F)cc2)c1,?,2%,-11%,4%,-6%,i,2%,0%,-0.5%
Cc1ccc(Cl)cc1NS(=O)(=O)c1cc2c3c(c1)CC(=O)N3CCC2,-1%,nt,nt,nt,-17%,nt,1%,nt,0.5%
CCCCOc1ccc(C(=O)NCC(=O)OCC(=O)N2CCN(S(=O)(=O)c3ccc(C)cc3C)CC2)cc1,5%,-5%,-7%,7%,-6%,i,1%,-49%[inhibitor],-0.5%
CCCN(CCC)c1cc(C)nc2nc(-c3ccc(C(C)(C)C)cc3)nn12,16%,nt,11%,9%,-4%,i,1%,nt,0.8%
COc1cccc(-n2nc(C(=O)O)c3ccccc3c2=O)c1,-1%,16%,6%,6%,7%,i,-3%,-2%,-0.4%
CC1(c2nnnn2Cc2ccccc2)CCC(=O)N1CCc1ccc(O)cc1 (centres undefined),nt,7%,3%,nt,nt,i,nt,nt,-0.3%
CC1CCN(CCCCOc2ccc(F)cc2)CC1,-4%,1%,15%,?,-7%,i,-6%,9%,0.1%
COc1ccc(OS(=O)(=O)Cc2ccccc2)cc1,-7%,-23%,28%,2%,-4%,i,-4%,-1%,0.1%
CCOC(=O)[C@@H]1[C@H]2COc3ccc(Br)cc3[C@H]2N2C(=O)N(c3ccc(F)cc3)C(=O)[C@@]12C,-4%,-20%,-5%,-7%,3%,i,-2%,29%,0.3%
N#Cc1ccc(OCC(=O)N2CCN(S(=O)(=O)c3cccs3)CC2)cc1,0%,14%,-7%,-8%,0%,i,-2%,?,-0.1%
COc1ccc(OC)c(CNCc2ccc3c(c2)OCO3)c1,-10%,0%,-28%,-5%,-17%,i,6%,4%,0.4%
CC(N=c1ccccn1C(=O)Nc1ccc(F)cc1)c1ccco1 (centres undefined),-2%,-1%,24%,-2%,-47%,i,-3%,0%,-0.7%
COc1ccc2c(C)cc(SCC(=O)Nc3nsc(-c4ccccc4C)n3)nc2c1,-4%,nt,nt,29%,-14%,nt,6%,nt,3.5%
CC(=O)NC1=NN(C(C)=O)C2(CCCCC2)S1,-7%,-8%,6%,-7%,-10%,i,4%,?,0.2%

# Assay outcomes deposited in PubChem BioAssay by National Center for Advancing Translational Sciences (NCATS).
